Screening data deposited in PubChem by Sanford-Burnham Center for Chemical Genomics.
Apaf1 inhib = inhibitors of human Apaf-1 apoptosome; O14727; reconstituted apoptosome caspase-3 activity, DEVD-Rh110 fluorescence; inhibition, % at 20 µM; actives 0.71% (n = 330,000); active = inhibition of at least 40% at 20 µM;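 note: plate controls were DMSO wells for no effect and DEVD-CHO caspase inhibitor wells for full effect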
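Material: reconstituted apoptosome with Apaf-1, cytochrome c, caspase-9, procaspase-3, dATP / Buffer or medium: pH 7.5 Hepes buffer with CHAPS, BSA, DTT / Also added: cytochrome c with DEVD-Rh110 / Schedule: compound with Apaf-1, dATP, procaspase-3 30 min, then 50 min reaction, room temperature / Technique: rhodamine 110 fluorescence at Ex 480/Em 540 nm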
SENP1 inh = blocks the human SENP1 SUMO protease catalytic domain. actives 0.21% (n = 360,000). Q9P0U3. AID 624204. recombinant SENP1 catalytic domain, CyPet-SUMO1-YPet FRET cleavage. inhibition, % at 10 µM;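 active = inhibition at least 30% at 10 µM, raw YFP signal under a set limit, fluorescence ratio 0.5 to 1.5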;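 note: 0% = enzyme with DMSO and 100% = no enzyme wells; some results filed as inactive read as strong as hits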
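Test system: hSENP1 catalytic domain, recombinant; Amount: 20 pM final SENP1 enzyme; Medium: Tris pH 8 buffer plus EDTA, NaCl, BME, BSA, NP40, catalase; Schedule: 50 min enzyme reaction, room temperature, light-protected; Technique: FRET fluorescence in CFP and YFP emission channels; Controls: no-enzyme wells low, DMSO-plus-enzyme wells high control.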
UBC13 inh = inhibitors of human UBC13 polyubiquitin chain formation; actives 0.47% (n = 330,000); inhibition, % at 20 µM; P61088; TR-FRET; in the data active = inhibition above about 45%, passing the limit was not always enough
Target sequence (P61088 whole entry, looked up): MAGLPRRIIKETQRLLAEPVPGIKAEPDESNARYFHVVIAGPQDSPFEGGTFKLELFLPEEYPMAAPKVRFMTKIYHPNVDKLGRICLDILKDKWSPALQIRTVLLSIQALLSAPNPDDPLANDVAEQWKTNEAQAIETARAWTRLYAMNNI
SENP7 block = SENP7 protease inhibition; recombinant SENP7, Z-RLRGG-aminoluciferin luminescence, 40 min; AID 434973; Q9BQF6; inhibition, % at 5 µM; actives 1.5% (n = 330,000);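 active = inhibition above about 50% at the single test dose, limit read from the data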;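 note: plate controls were DMSO with enzyme for no effect and no enzyme buffer wells for full effect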
SENP8 block-1 = inhibitors of human SENP8 protease | AID 2540 | actives 1.2% (n = 330,000) | purified SENP8, Z-RLRGG-aminoluciferin cleavage, luminescence | inhibition, % at 10 µM | Q96LD8; in the data active = inhibition above about 50%
Target sequence (Q96LD8 whole entry, looked up): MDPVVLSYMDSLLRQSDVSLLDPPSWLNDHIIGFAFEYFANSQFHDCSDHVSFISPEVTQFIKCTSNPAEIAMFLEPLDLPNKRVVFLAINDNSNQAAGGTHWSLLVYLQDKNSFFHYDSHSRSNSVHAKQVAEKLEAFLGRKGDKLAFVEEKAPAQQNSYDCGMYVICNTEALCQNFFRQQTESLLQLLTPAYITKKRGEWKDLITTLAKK
APOBEC3G inh = blocks human APOBEC3G single-stranded DNA deamination | AID 493012 | actives 0.28% (n = 330,000) | Q9HC16 | recombinant A3G, ssDNA deamination FAM/TAMRA fluorescence | inhibition, % at 20 µM;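 active = inhibition of at least 40% at 20 µM, with no more than 30% in the related APOBEC3A deaminase screen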;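 note: plate controls were DMSO wells with A3G for no effect and wells lacking A3G enzyme for full effect; some compounds called inactive have numbers as strong as hits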
Target sequence (Q9HC16 whole entry, looked up): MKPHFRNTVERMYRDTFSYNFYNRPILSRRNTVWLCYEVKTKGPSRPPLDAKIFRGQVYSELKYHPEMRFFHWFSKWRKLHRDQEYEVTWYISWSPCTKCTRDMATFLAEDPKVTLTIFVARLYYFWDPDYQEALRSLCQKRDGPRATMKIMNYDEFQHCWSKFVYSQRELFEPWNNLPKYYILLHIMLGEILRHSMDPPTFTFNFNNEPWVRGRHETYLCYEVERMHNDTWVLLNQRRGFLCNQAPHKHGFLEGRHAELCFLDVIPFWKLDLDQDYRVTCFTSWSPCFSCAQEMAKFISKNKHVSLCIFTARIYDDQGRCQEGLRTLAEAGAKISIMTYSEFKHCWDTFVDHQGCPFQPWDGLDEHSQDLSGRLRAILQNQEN
SENP8 block-2 = SENP8 (human) protease inhibition | Q96LD8 | recombinant SENP8, Nedd8 substrate fluorescence | inhibition, % at 20 µM | actives 0.64% (n = 360,000) | AID 602440; in the data active = inhibition mostly above about 40%, no sharp cut-off; inactive = mostly below about 27%
SENP6 block = SENP6 protease inhibition | actives 1.8% (n = 330,000) | Q9GZR1 | AID 2599 | inhibition, % at 10 µM | Recombinant SENP6 catalytic domain, aminoluciferin luminescence;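 active = inhibition above about 50% at the single tested dose, limit read from the data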;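 note: plate controls were DMSO wells with enzyme for no effect and DMSO wells lacking enzyme for full effect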
An asterisk follows results filed as active.

mol	Apaf1 inhib	SENP1 inh	UBC13 inh	SENP7 block	SENP8 block-1	APOBEC3G inh	SENP8 block-2	SENP6 block
COc1ccccc1N=Nc1c(C)[nH][nH]c1=O	3	7	-138	4	-7	-1	27	-21
Cc1ccc(C(=O)N2CCN(c3ccc(NC(=O)c4cccnc4)cc3)CC2)cc1	5	1	-3	-1	3	-3	22	-10
CCOC(=O)C1=C(C)OC(N)=C(C#N)C1c1c(C)nn(-c2ccccc2)c1Cl (stereo unspecified)	21	-32	-7	0	-4	-6	-38	16
CSc1nc(C)cc(-n2cc(F)c(=O)[nH]c2=O)n1	6	1	6	-2	0	0	-3	-20
CCC(COC)NCc1cn(-c2ccc(OC)cc2)nc1-c1cccc(F)c1 (stereo unspecified)	-2	0	13	-1	-1	-3	-54	2
O=C(c1ccco1)N1CCN(Cc2cc(=O)c(OCc3ccccc3Cl)co2)CC1	-4	1	-5	4	-2	-12	18	-1
O=C(O)CCCCCNC(=O)c1ccc(C(=O)NCCCCCC(=O)O)cc1	-24	0	21	4	-1	-7	6	-5
CN(C)c1cccc(C(=O)NNC(=O)NC2CCCCC2)c1	-12	2	10	1	6	-7	-98	6
CCCCOc1ccc(C(=O)Nc2ccc(S(=O)(=O)Nc3onc(C)c3C)cc2)cc1	12	0	-16	1	14	-4	1	5
COc1ccc2ccccc2c1CNC(=O)CC1C(=O)NCCN1CC(C)(C)C (stereo unspecified)	-7	-23	-13	6	0	-4	-34	1
C=CCOC(=O)C1C(=O)CC(C)(O)C(C(=O)OCC=C)C1c1ccc(N(C)C)cc1 (stereo unspecified)	-5	1	-3	-8	-1	-4	14	-18
O=C(CSc1nc2c(c(=O)n1-c1ccc(F)cc1)SCC2)Nc1ccc2c(c1)OCO2	-15	2	-9	11	-4	-2	8	-9
COc1ccc(OCC(=O)N2CCN(S(=O)(=O)c3ccccc3[N+](=O)[O-])CC2)cc1	-4	1	4	-2	-2	-3	5	-18
Nn1c(SCc2ccc(F)cc2)nnc1-c1cccnc1	-2	5	1	12	-5	-3	7	4
C=CCNC(=O)C1CCCN(S(C)(=O)=O)C1 (stereo unspecified)	-3	1	2	-1	2	2	-1	-11
Fc1ccc(Nc2nc(-c3cccnc3)cs2)cc1	-5	2	-3	34	2	-2	1	25
COc1ccccc1NC(=O)Nc1ncccc1C	7	1	13	2	4	2	16	7
COc1ccc(C(=O)NNC(=O)CSc2nnc(COc3ccc4ccccc4c3)n2C)cc1	9	2	4	-2	-1	0	12	7
CCOc1ccccc1OCC(=O)Nc1cccc(S(=O)(=O)N2CCCCCC2)c1	28	1	-1	-12	-2	-12	1	-32
N#CCSc1ccccc1NC(=O)COC(=O)CCN1C(=O)C2CC=CCC2C1=O (stereo unspecified)	14	3	-3	-9	-17	-7	0	-28
COc1ccc(C(=O)Nc2ccccc2C(=O)Nc2cc(C)ccn2)cc1	18	1	6	37	58*	-1	-64	64*
COCc1cc(=O)[nH]c(Nc2nc(C)c3ccccc3n2)n1	7	1	-5	12	2	6	-2	1
Nc1cc(C(=O)OCC(=O)NCc2ccco2)ccc1Cl	-10	1	4	-2	1	-6	-300	-4
CCOC(Cn1ccc(=O)[nH]c1=O)OCC	-27	1	-3	0	8	-5	9	-9
COC(=O)C(C)n1nnc2sc(-c3ccccc3)cc2c1=O (stereo unspecified)	9	-102	12	3	-1	-9	-84	10
COC(=O)c1cc(OC)c(OC)cc1NC(=O)c1ccccc1C	-10	-4	10	3	4	-4	1	-10
Cc1ccc(C(=O)Nc2nc3ccc(S(C)(=O)=O)cc3s2)o1	4	-4	14	60*	33	1	-235	-15
CC1(C)CC(NC(=O)c2cccc3ccccc23)CC(C)(C)N1	-4	1	0	0	-1	0	15	-15
C=CCn1c(SCc2nc3ccccc3nc2C)nnc1-c1ccoc1C	-5	0	-6	-1	1	-5	10	-3
O=C(CN1C(=O)COc2ccccc21)Nc1ccccc1F	-19	1	10	-1	-6	-9	10	-5
O=C(Nc1ccc(Cl)cn1)c1cccc2ccccc12	-4	-16	-8	15	-7	0	16	-5
C=CCOCCn1[nH]c2ccccc2c1=O	-5	2	-1	6	6	-9	-394	-11

Record cards, from the list above. Values in the order: Apaf1 inhib | SENP1 inh | UBC13 inh | SENP7 block | SENP8 block-1 | APOBEC3G inh | SENP8 block-2 | SENP6 block
Cc1ccc(C(=O)Nc2nc3ccc(S(C)(=O)=O)cc3s2)o1 in the list: 4 | -4 | 14 | 60* | 33 | 1 | -235 | -15
C=CCn1c(SCc2nc3ccccc3nc2C)nnc1-c1ccoc1C in the list: -5 | 0 | -6 | -1 | 1 | -5 | 10 | -3

Continued.
mol	Apaf1 inhib	SENP1 inh	UBC13 inh	SENP7 block	SENP8 block-1	APOBEC3G inh	SENP8 block-2	SENP6 block
O=C(Nc1ccc2c(c1)C(=O)NC2=O)c1cccc(Cl)c1	1	0	5	15	-5	-3	-423	-6
COc1ccc(-c2csc(N(CC3CCCO3)C(=O)c3ccccc3)n2)cc1 (stereo unspecified)	3	0	-3	-4	-2	-4	21	0
CSc1cccc(NC(=S)N(CCN(C)C)C(C)c2ccncc2)c1 (stereo unspecified)	-15	1	3	5	-1	-9	18	2
O=C1Nc2cc(Cl)cnc2N2CCCC12 (stereo unspecified)	23	-53	-54	6	5	-3	-136	7
O=S(=O)(c1ccccc1)c1nc(-c2ccc(Cl)cc2)oc1NCCCN1CCOCC1	15	-1	6	2	0	-5	-137	10
Cc1csc2c(N(C)CCO)ncnc12	-7	2	-1	-9	-11	1	13	-30
CC1=C(C(N)=O)C(c2ccc(C)o2)C(C(N)=O)=C(C)N1	-3	3	3	7	-1	1	4	-5
CCn1c(CNC(=O)c2cccs2)nnc1SCC(=O)Nc1cc(Cl)ccc1C	-8	1	1	-2	-1	-4	16	-13

4 entries from above, ordered by the number in UBC13 inh, high to low:
| Molecule | SENP1 inh | UBC13 inh | SENP7 block | APOBEC3G inh | SENP6 block |
| --- | --- | --- | --- | --- | --- |
| O=S(=O)(c1ccccc1)c1nc(-c2ccc(Cl)cc2)oc1NCCCN1CCOCC1 | -1 | 6 | 2 | -5 | 10 |
| CC1=C(C(N)=O)C(c2ccc(C)o2)C(C(N)=O)=C(C)N1 | 3 | 3 | 7 | 1 | -5 |
| CCn1c(CNC(=O)c2cccs2)nnc1SCC(=O)Nc1cc(Cl)ccc1C | 1 | 1 | -2 | -4 | -13 |
| O=C1Nc2cc(Cl)cnc2N2CCCC12 (stereo unspecified) | -53 | -54 | 6 | -3 | 7 |

Other results
mol	Apaf1 inhib	SENP1 inh	UBC13 inh	SENP7 block	SENP8 block-1	APOBEC3G inh	SENP8 block-2	SENP6 block
CCOc1ccccc1-n1c(COc2ccccc2)nnc1SCC(N)=O	-7	1	4	-4	0	-7	6	-24
COc1cccc(NC(=O)c2cccc(OC)c2OC)c1	9	-1	-13	-9	-12	-1	5	9
COc1cc(NS(=O)(=O)c2ccc(NS(=O)(=O)c3ccc(NC(C)=O)cc3)cc2)nc(OC)n1	7	0	1	3	5	-8	7	2
CC(C)(C)NC(=O)CN(C(=O)Cn1nnc(-c2ccccc2F)n1)c1cccc2c1CCCC2	29	-2	2	2	-1	-3	12	4
O=C(CNC(=O)c1ccc(Cl)cc1)c1ccc(Cl)cc1	1	1	-2	3	-3	-10	4	-15
CCCCNC(=O)N1CCN(S(C)(=O)=O)CC1	8	0	0	-8	-11	-3	11	-13
CCc1noc(C)c1C(=O)Nc1nc2c(F)cc(F)cc2s1	-1	-7	0	73*	83*	-9	-26	90*
CCCc1cc(=O)oc2cc(C)cc(OC(C)C(=O)N[C@@H](Cc3c[nH]c4ccccc34)C(=O)O)c12 (stereo partly specified)	8	1	-11	-9	9	2	-1	-3
Cc1cccc(NC(=O)c2ccc3c(c2)CCN3S(C)(=O)=O)c1C	3	1	-6	-19	-8	-6	7	0
CCN(CC)c1ccc(C(=O)OCC(=O)Nc2sccc2C#N)cc1	12	-1	-21	6	21	-5	-10	69*
Cc1nnc2n(-c3ccccc3)c(=O)c3c4c(sc3n12)COC(C)(C)C4	-2	0	-5	6	-6	9	8	-14
CN(C)c1ccc(N=Nc2ccccc2C(=O)OCC(=O)N(C)c2ccccc2)cc1	22	1	-206	-7	-9	-5	22	19
COc1cccc(/C=C2/C(=O)NN(c3ccc(F)cc3)C2=O)c1	8	0	-5	-5	5	1	4	-12
CCc1cc(=O)[nH]c(SC/C=C/c2ccccc2)n1	1	3	-3	4	4	-1	7	12
Cc1ccc(C(=O)COC(=O)CCC(=O)NC2CCCCC2)cc1C	7	4	10	-6	-3	-3	8	-11
O=C(CSc1nnc(CNC(=O)c2ccco2)o1)Nc1ccc(F)cc1	-9	0	4	2	-6	-10	13	-10
Cc1ccccc1OC(=O)c1cccc(S(=O)(=O)N2CCN(C)CC2)c1	2	-92	6	3	-7	-8	-3	-17
COc1ccc(NC(=O)c2sc3nc(Cc4ccccc4)cc(C(F)(F)F)c3c2N)cc1OC	3	17	1	5	-1	-6	30	-16
CCOC(=O)c1cn(CC)c2ccc(S(=O)(=O)N3CC(C)CC(C)C3)cc2c1=O (stereo unspecified)	-4	1	-7	11	3	1	12	2
COc1ccc(/C=C(/NC(=O)/C=C/c2ccccc2)C(=O)NCCCCCC(=O)O)cc1	2	16	-17	-5	-4	-3	37	-11
CCOC(=O)CCNC(=O)Nc1cc2nc(C)n(Cc3cccc(Cl)c3)c2nc1C	0	-2	5	-3	-7	-9	7	8
CCOC(=O)NNS(=O)(=O)c1cc(Br)ccc1Br	3	1	-3	11	2	-1	1	8
Cc1ccc(CNC(=O)CN(C)S(=O)(=O)c2cnc[nH]2)cc1	-237	3	-8	6	0	-1	12	4
COc1ccc(NS(=O)(=O)c2cc(NC(=O)c3ccc(S(=O)(=O)N(C)C)cc3)ccc2N2CCOCC2)cc1	17	3	-21	-9	-10	-3	0	-17
COc1ccccc1-n1c(SCC(=O)O)nc2c(sc(=S)n2-c2ccc(C)c(C)c2)c1=O	7	0	-10	-4	0	-2	16	5
C=CCN(C(=O)CNC(=O)c1cccs1)C(C(=O)NC(C)(C)C)c1ccccc1 (stereo unspecified)	4	1	1	11	-1	2	12	1
COc1ccc(NC(=O)CCC(=O)OCc2ccc(Br)cc2)cc1	4	3	-9	4	3	0	7	12
